NLRP3 yeast inh = NALP3 inflammasome inhibitors in reconstituted yeast, primary screen, luminescence, uHTS. AID 2825, 2010. 330,000 tested, 0.39% active. Yeast reconstituted NLRP3/ASC/caspase-1, beta-gal luminescence, 24 h. inhibition, % at 10 µM;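 active means inhibition of 50% or more; inactive means inhibition below 50%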;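 further: plate controls were induced DMSO wells for no effect and uninduced yeast grown without galactose for full effect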
hIAP inh = human IAP inhibitors, primary screen, biochemical, luminescence, uHTS; 330,000 tested, 0.12% active; inhibition, % at 10 µM; Intestinal-type alkaline phosphatase (Homo sapiens), P09923; purified IAP, CDP-Star luminescence, 30 min; AID 2544, 2010;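 active means inhibition reaching a set limit with compound at 10 µM in the primary screen, cut at about 35% in these data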;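 further: plate controls were DMSO wells with enzyme for no effect and no-enzyme buffer wells for full effect; values of inactives mirror those of a sister screen read the other way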
Target sequence (P09923 whole entry, looked up): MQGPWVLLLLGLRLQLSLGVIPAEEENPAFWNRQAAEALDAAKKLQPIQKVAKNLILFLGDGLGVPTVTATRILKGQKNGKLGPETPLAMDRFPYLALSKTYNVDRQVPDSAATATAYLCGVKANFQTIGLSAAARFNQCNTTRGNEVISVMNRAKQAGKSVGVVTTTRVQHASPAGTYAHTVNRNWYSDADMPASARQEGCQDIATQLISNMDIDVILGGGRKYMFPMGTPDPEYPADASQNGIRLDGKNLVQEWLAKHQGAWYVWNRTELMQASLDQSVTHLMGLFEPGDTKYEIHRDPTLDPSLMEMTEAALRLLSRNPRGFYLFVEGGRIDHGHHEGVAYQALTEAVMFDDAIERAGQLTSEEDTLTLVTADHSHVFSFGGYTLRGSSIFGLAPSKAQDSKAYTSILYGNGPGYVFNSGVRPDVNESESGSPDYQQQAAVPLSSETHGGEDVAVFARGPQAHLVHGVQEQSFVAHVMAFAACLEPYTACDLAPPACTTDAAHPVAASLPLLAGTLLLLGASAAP
A3A deaminase = APOBEC3A ssDNA deaminase inhibitors, primary screen, selectivity assay for APOBEC3G inhibitor project, biochemical, FAM/TAMRA oligo cleavage fluorescence. inhibition, % at 20 µM. 330,000 tested, 0.41% active. recombinant A3A, FAM/TAMRA ssDNA deamination fluorescence. DNA dC->dU-editing enzyme APOBEC-3A (Homo sapiens), P31941;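 active means at least 40% inhibition at 20 µM here, with at most 30% in a related deaminase screen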;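 further: plate controls were A3A with DMSO for no effect and wells lacking A3A enzyme for full effect; some results filed as inactive read as strong as hits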
Target sequence (P31941 whole entry, looked up): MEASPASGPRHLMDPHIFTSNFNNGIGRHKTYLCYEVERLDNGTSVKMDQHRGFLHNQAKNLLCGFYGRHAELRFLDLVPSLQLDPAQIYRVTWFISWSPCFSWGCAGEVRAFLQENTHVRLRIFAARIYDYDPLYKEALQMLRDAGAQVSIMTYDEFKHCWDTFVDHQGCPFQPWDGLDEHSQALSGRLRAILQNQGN
TIM10 inh = growth inhibitors of isogenic TIM10 control yeast, primary screen, counter-screen for tim10-1 yeast inhibitor project, luminescence, uHTS | AID 463195, 2010 | inhibition, % at 10 µM | S. cerevisiae TIM10 strain growth, BacTiter-Glo luminescence, 24 h | 330,000 tested, 1.4% active;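 active means inhibition of 40% or more at the single tested concentration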;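 further: wild-type TIM10 isogenic control strain grown at permissive 25 °C; 0% = DMSO yeast wells and 100% = minimal medium wells without yeast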
mIAP block = inhibitors of mouse IAP, primary screen, biochemical, luminescence, uHTS; intestinal alkaline phosphatase [Mus musculus]; 330,000 tested, 0.2% active; inhibition, % at 10 µM; AID 2806, 2010; purified mouse IAP, CDP-Star luminescence, 30 min;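 active means inhibition of at least 40% at 10 µM in the primary screen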;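 further: plate controls were DMSO with enzyme for no effect and no enzyme wells for full effect; values of inactives mirror those of a sister screen read the other way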
tim10-1 inh = growth inhibitors of tim10-1 mutant yeast, primary screen, luminescence, uHTS; 330,000 tested, 2.2% active; AID 463190, 2010; S. cerevisiae tim10-1 ts strain growth, BacTiter-Glo, 24 h; inhibition, % at 20 µM;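 active means inhibition of at least 40%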;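 further: mutant grown at 25 °C; 0% = DMSO wells with yeast and 100% = wells holding no yeast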
mIAP activ = activators of mouse IAP, primary screen, biochemical, luminescence, uHTS | intestinal alkaline phosphatase [Mus musculus] | muIAP, CDP-Star luminescence, 30 min; active compounds read high; 1 = vehicle-only enzyme signal, 0 = enzyme-free wells | activation factor at 10 µM | 330,000 tested, 0.24% active;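 active means activation factor of at least 2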; further: the source names both 10 and 20 µM as test concentration; values of inactives mirror those of a sister screen read the other way
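System: mouse IAP enzyme. Reagent: CDP-Star chemiluminescent phosphatase substrate. Benchmarks: DMSO wells, no-enzyme wells. Times: 30 min enzyme-substrate-compound incubation at room temperature. Detection: luminescence from enzymatic CDP-Star hydrolysis. Doses: test compounds delivered from DMSO solution.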
A3G deaminase = APOBEC3G DNA deaminase inhibitors, primary screen, biochemical, fluorescence, single-stranded DNA substrate, uHTS | DNA dC->dU-editing enzyme APOBEC-3G (Homo sapiens), Q9HC16 | recombinant A3G, ssDNA deamination FAM/TAMRA fluorescence | inhibition, % at 20 µM | AID 493012, 2011 | 330,000 tested, 0.28% active;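 active means inhibition of at least 40% at 20 µM, with no more than 30% in the related APOBEC3A deaminase screen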;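 further: plate controls were DMSO wells with A3G for no effect and wells lacking A3G enzyme for full effect; some compounds called inactive have numbers as strong as hits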
MIN6 prolif = inducers of MIN6 beta-cell proliferation, primary screen, ATP luminescence, uHTS; MIN6 cells proliferation, ATPlite luminescence, 48 h; cells starved in 0.2% serum; 100% = growth in 10% serum; proliferation, % at 10 µM; 330,000 tested, 0.29% active;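 active means compounds whose signal lies at least 3.5 SD above the mean of all wells on their plate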;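 further: 0% = DMSO-treated cells in low-serum medium and 100% = 10% serum control; some compounds called inactive have numbers as strong as hits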
Active calls of the source: *; x = not tested or not shown.

Compound,NLRP3 yeast inh,hIAP inh,A3A deaminase,TIM10 inh,mIAP block,tim10-1 inh,mIAP activ,A3G deaminase,MIN6 prolif
COc1ccc(O)c(CN2CCN(CCCc3ccccc3)C(CCO)C2)c1 (stereo not drawn),19,-16,1,-6,0,-2,1,-2,-1
CCCCNC(=S)N(C)/N=C/c1sc(N2CCCCC2)nc1-c1cccs1,2,-10,0,18,8,28,0.92,-3,-4
CCN(CC)CCn1c(=S)[nH]c2ccc(Br)cc2c1=O,14,8,-4,-5,9,6,0.91,-9,-1
O=c1cc(CSc2n[nH]c(=O)n2C2CC2)c2ccc(O)cc2o1,-9,-40,-4,13,1,5,0.99,-7,0
CCOC(=O)C1=C(O)C(=O)N(c2ccc(S(N)(=O)=O)cc2)C1c1ccc([N+](=O)[O-])cc1 (stereo not drawn),-6,-4,1,-6,6,-11,0.94,-5,-3
COC(=O)CCC(=O)NNC(=O)c1ccc(Br)cc1,7,-21,-6,0,0,-9,1,-7,-1
CC1(C)CN(c2ccccc2)N(Cc2ccc(F)cc2)C1=O,-20,-1,-3,23,6,19,0.94,-9,-1
CCOc1ccccc1NC(=O)Nc1ccc(CC#N)cc1,14,-2,1,9,-16,13,1.2,-5,-1
CCCN(CC(=O)Nc1ccccc1OC)C(=O)c1ccncc1,2,12,3,-12,8,-10,0.92,-2,0
COc1cc(/C=C2\N=C(c3c(-c4ccccc4)noc3C)OC2=O)ccc1OC(C)=O,3,-4,3,39,0,35,1,-2,-1
O=C(COc1ccccc1Cc1ccccc1)Nc1cccc(S(=O)(=O)N2CCOCC2)c1,12,13,-4,5,-20,15,1.2,-5,-5
CCC(=O)N/C(=N/c1nc(C)cc(C)n1)Nc1cccc(OC)c1,8,27,-4,4,-4,9,1,-7,0
CCC(C)(C)n1nnnc1C(c1ccc(O)c(OC)c1)N1CCc2ccccc2C1 (stereo not drawn),-9,-16,2,-4,0,15,1,16,-5
CCC1=C(c2ccc(C)cc2)S(=O)(=O)N=C1N1CCC(C(=O)NCCCN2CCCCC2C)CC1 (stereo not drawn),7,7,-4,-2,7,-2,0.93,-6,0
O=[N+]([O-])c1cc(S(=O)(=O)N2CCOCC2)ccc1OCc1ccccc1C(F)(F)F,16,16,-1,-8,7,15,0.93,-4,8
CCCn1c(=O)c(C(=O)NCCc2ccc(OC)c(OC)c2)c(O)c2ccccc21,21,-14,1,14,9,-21,0.91,-1,0
Cc1csc(Nc2ccccc2)n1,18,15,3,-4,12,12,0.88,-8,1
COc1cccc(OC)c1C(=O)NC(=S)N1CCOCC1,12,6,0,-10,0,-6,1,-2,3
CCOc1cc(Br)c(Br)c(C=Nc2ccc(NC(C)=O)cc2)c1O,10,7,7,71*,15,-6,0.85,1,-5
Cc1ccsc1C(=O)OCC(=O)NCc1ccccc1,28,-15,3,-1,-13,12,1.1,7,-1
COc1cc(CNCCO)cc(Cl)c1OCc1ccc(Cl)cc1Cl,19,7,1,-48,4,-47,0.96,1,-6
O=C(NC1CC1)c1cc(OCC(F)(F)F)ccc1OCC(F)(F)F,14,7,1,4,-2,6,1,0,1
CC(=O)Nc1ccc(OCC(=O)NCc2ccc(C)cc2)cc1,14,10,14,2,-4,4,1,-4,2
COc1ccc(NC(=O)CSc2nnc3ccc(-c4ccncc4)nn23)cc1,16,0,1,1,5,-5,0.95,-8,1
O=C(Nc1sc2c(c1C(=O)O)CCCCC2)c1cccs1,3,8,-3,11,1,18,0.99,-7,-6
COc1ccc([C@H]2CC(=O)C=C(c3c(C)cc(C)cc3C)C2)cc1,4,5,-2,-3,-8,1,1.1,-12,-5
COc1cc(NC(c2ccccc2)c2ccccc2)cc(OC)c1OC,10,-12,1,15,2,24,0.98,-3,0
COc1ccc(NC(=O)CN(C)C2CCS(=O)(=O)C2)cc1 (stereo not drawn),-1,-14,1,9,-7,26,1.1,2,-5
Cc1ccc(S(=O)(=O)N2C/C=C\CN(S(=O)(=O)c3ccccc3Br)CC2)cc1,x,x,1,9,1,25,0.99,-2,x
Cc1ccc(CNC(=O)c2cnc3ccccc3n2)cc1,-1,-11,0,8,0,-7,1,-8,-1
O=C(c1cc(=O)c2ccccc2o1)N(Cc1ccccc1)C1CCS(=O)(=O)C1 (stereo not drawn),9,-20,-2,0,10,16,0.9,-4,0
CCC1(c2ccccc2)NC(=O)N(CC(=O)Nc2ccc(Cl)c(S(=O)(=O)N3CCCCC3)c2)C1=O (stereo not drawn),10,-12,0,12,-13,1,1.1,-6,-4
CCN(Cc1nc(-c2ccccc2)no1)C(=O)c1ccoc1C,21,-2,-2,9,6,8,0.94,-8,-2
COc1ccc(S(=O)(=O)N2CCN(CC(=O)N3CCc4ccccc4C3)CC2)cc1OC,4,10,1,15,-7,16,1.1,-6,-3
C=Cc1ccc(N=Cc2c(O)ccc3ccccc23)cc1,-8,6,-6,17,6,27,0.94,19,-4
CCc1noc(C)c1C(=O)N1CCN(S(=O)(=O)c2ccc(C)cc2)CC1,16,4,1,10,-1,1,1,-3,-1
CN1C=CC2=C(C#N)C(N)C(C#N)(C#N)[C@H](c3ccccc3)[C@H]2C1 (stereo partly drawn),13,0,-1,-7,-3,16,1,-11,-1
OCCC1CN(Cc2cccc(F)c2F)CCN1CCc1ccccc1 (stereo not drawn),11,-6,-3,-8,-4,-16,1,-3,2
CC[C@@]1(C(=O)OC)N[C@H](CN(C)C(=O)COC)[C@@H]2C(=O)N(Cc3ccccc3)C(=O)[C@@H]21,5,-13,0,3,-9,-3,1.1,-3,-3
COc1ccc(N2CS(=O)(=O)/C(=C/N(C)C)C2=O)cc1,7,1,6,6,-2,20,1,5,-2
COc1ccc(CCNC(=O)Nc2ccc3c(c2)OCO3)cc1OC,11,-7,3,1,-12,0,1.1,-1,1
CC(C)CC1NC(=O)c2cc(Cl)ccc2-n2c1nc1ccc(F)cc1c2=O (stereo not drawn),1,13,-3,6,-6,19,1.1,-10,1
COc1cccc(N=Nc2c(N)[nH][nH]c2=O)c1,0,5,-2,0,1,-5,0.99,-7,-2
Cc1cccc(-c2c(NC(=O)c3ccco3)oc3c(C)cccc3c2=O)c1,25,-7,-4,-4,-2,20,1,-5,3
Cn1ccsc1=NC(=O)c1ccc(Cl)c([N+](=O)[O-])c1,13,8,0,-7,-3,-1,1,-2,-2
OC(COc1ccc(Cl)cc1)CN1C2=NCCCN2c2ccccc21 (stereo not drawn),12,-1,-3,-3,-4,5,1,3,-3
CCOc1cc(NC(=O)C2CC2)c(OCC)cc1NC(=O)c1cccc(F)c1,10,8,-2,-2,-2,9,1,-4,-1
CCc1ccccc1NC(=O)CSc1nnc([C@@H](N)Cc2ccccc2)o1,5,-21,-4,13,22,19,0.78,-6,2
O=C(NC1CCCC1)C1CC1c1ccccc1 (stereo not drawn),10,5,6,2,15,22,0.85,1,2
COc1ccc(-n2c(-c3ccccc3)c[n+]3c2CCC3)cc1,-9,-11,-1,5,-1,3,1,-10,-4

(cont.)
Compound,NLRP3 yeast inh,hIAP inh,A3A deaminase,TIM10 inh,mIAP block,tim10-1 inh,mIAP activ,A3G deaminase,MIN6 prolif
CNc1ccc(/C=C(\CCC(=O)O)c2nc3ccccc3s2)cc1[N+](=O)[O-],18,9,2,22,12,19,0.88,0,0
Cc1cccc(NC(=S)NCC(c2ccccc2)N(C)C)c1 (stereo not drawn),16,-3,4,-4,-9,11,1.1,-14,3
CC(C)(C)c1csc(NC(=O)C2=COCCO2)n1,13,-18,-6,-5,2,-4,0.98,-8,2
CC(C)[C@H](NC(=O)C1CCN(S(=O)(=O)c2ccc(F)cc2)CC1)C(=O)NCc1ccco1,8,-9,-4,-5,-6,8,1.1,-3,-2
CCOC(=O)C1CCN(Cc2ccc3ccccc3c2)CC1,31,-6,7,2,9,-9,0.91,5,-5
COc1ccc(C(=O)NC(C)CCc2ccccc2)c(OC)c1 (stereo not drawn),18,13,0,-38,-4,-24,1,-2,-2
COc1ccc(C(O)C(CN2CCOCC2)c2ccccc2)cc1 (stereo not drawn),5,1,-5,-10,-12,5,1.1,-6,-4
Cc1cccc(CSCCNC(=O)CSCc2ccc([N+](=O)[O-])cc2)c1,15,13,1,20,5,46*,0.95,-1,-2
C=CCN(Cc1cccc(OC)c1OC)C(=O)Oc1ccccc1,28,18,-3,-2,4,-10,0.96,-10,-2
COC(=O)c1cc(-c2ccc(Cl)cc2)n[nH]1,6,-2,1,8,2,26,0.97,0,-1
NS(=O)(=O)c1cccc(NC(=O)CSc2nc3ccccc3c(=O)n2Cc2ccco2)c1,18,-33,-2,3,28,3,0.72,-8,-2
CCc1ccccc1NC(=O)c1ccc2c(c1)CCN2S(C)(=O)=O,29,-16,-1,-18,4,-1,0.96,1,-2
CCN1CCCC1CNC(=O)c1ccc2c(c1)N(Cc1ccccc1F)C(=O)c1ccccc1S2(=O)=O (stereo not drawn),15,-7,-3,1,3,0,0.97,-5,-7
COc1ccc(NC(=O)CN(C)C(=O)c2ccc(NS(=O)(=O)c3ccc(F)cc3)cc2)cc1,10,4,-2,-5,8,-8,0.92,-4,-1
Cc1ccc(SCC(=O)Nc2ccc(N3CCOCC3)cc2)cc1,24,-14,-6,-1,-3,8,1,-6,-4
COc1cccc(C2SCC(=O)N2c2ccc(Br)cc2)c1OC (stereo not drawn),0,-8,0,-8,8,-1,0.92,-1,-1
Cc1ccccc1C(=O)OCCN(C)Cc1ccccc1,15,4,-3,1,10,9,0.9,-4,3
NC(=O)Cn1c(=O)n(CC(=O)N2CCCCC2)c(=O)c2sccc21,-3,-13,1,-12,-1,16,1,-2,-2
Cc1ccc(C(=O)NC2CCCc3ccccc32)cc1[N+](=O)[O-] (stereo not drawn),16,-4,2,0,7,-5,0.93,-11,-1
Cc1csc(NC(=O)CSc2nc(C)cs2)n1,12,18,0,-4,-3,-9,1,-5,-2
O=C(Cc1coc(-c2ccc(F)cc2)n1)N1CCOCC1,5,-10,-3,-1,-2,8,1,-5,-4
O=C(NNC(=O)c1ccccc1Br)c1ccc(Cl)c(Cl)c1,25,-20,2,10,10,21,0.9,-2,-2

Rewritten with two lines to a compound: part of the list above
Value order – NLRP3 yeast inh, hIAP inh, A3A deaminase, TIM10 inh, mIAP block, tim10-1 inh, mIAP activ, A3G deaminase, MIN6 prolif
- NC(=O)Cn1c(=O)n(CC(=O)N2CCCCC2)c(=O)c2sccc21
  -3, -13, 1, -12, -1, 16, 1, -2, -2
- Cc1ccc(C(=O)NC2CCCc3ccccc32)cc1[N+](=O)[O-] (stereo not drawn)
  16, -4, 2, 0, 7, -5, 0.93, -11, -1

Screening results as filed in PubChem.
